Screening data deposited in PubChem BioAssay by NMMLSC.
LAP4-GFP MLPCN – modulators of LAP4-GFP expression in yeast, primary screen, S. cerevisiae, multiplex flow cytometry, MLPCN library | hit rate 0.34% among 320,000 | AID 2023, 2009 | GFP response vs DMSO, % at 10 µM | 3 h; median GFP as percent of DMSO wells;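 active = GFP response vs DMSO above a set limit, about the screen mean plus 3 SD, cut at about 150% in these data; inconclusive = under 70 cell events counted for the yeast strain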
CR mimetic SO – reduction of superoxide in aged yeast, primary screen, HTS. S. cerevisiae aged cells, superoxide DHE fluorescence; hits give low values. superoxide response (% of plate mean), % at 10 µM. hit rate 0.18% among 330,000. AID 2690, 2010;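 active = superoxide response under a set limit, about three screen SD below normal, cut at about 65% in these data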;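 note: yeast aged for seven days with compound at 30 °C before DHE staining; 100% = average MFI of all compound-treated wells on the plate with controls excluded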
RPL19A TOR yeast – RPL19A-GFP expression modulators in yeast, primary screen, cell-based, S. cerevisiae, multiplex flow cytometry, MLPCN | S. cerevisiae RPL19A-GFP strain, 3 h; hits give low values | percent response vs DMSO, % at 10 µM | hit rate 0.3% among 330,000;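 active = percent response vs DMSO below 50%; inconclusive = fewer than 70 events counted for the yeast strain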;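 note: median channel GFP fluorescence of the barcoded RPL19A-GFP strain; ratio of sample median GFP to plate DMSO average so 100% = DMSO; lower means less RPL19A-GFP as with rapamycin TOR inhibition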
VLA-4 inh – inhibition in human VLA-4 binding assay, primary screen, VLA-4 allosteric modulator project, MLPCN library, flow cytometry, VLA-4 expressing cells. hit rate 0.2% among 330,000. AID 2557, 2010. ligand binding flow cytometry. inhibition, % (about 7 µM as worked out from the volumes in the protocol); in the data active = inhibition above about 50%
Target sequence (P13612 whole entry, looked up): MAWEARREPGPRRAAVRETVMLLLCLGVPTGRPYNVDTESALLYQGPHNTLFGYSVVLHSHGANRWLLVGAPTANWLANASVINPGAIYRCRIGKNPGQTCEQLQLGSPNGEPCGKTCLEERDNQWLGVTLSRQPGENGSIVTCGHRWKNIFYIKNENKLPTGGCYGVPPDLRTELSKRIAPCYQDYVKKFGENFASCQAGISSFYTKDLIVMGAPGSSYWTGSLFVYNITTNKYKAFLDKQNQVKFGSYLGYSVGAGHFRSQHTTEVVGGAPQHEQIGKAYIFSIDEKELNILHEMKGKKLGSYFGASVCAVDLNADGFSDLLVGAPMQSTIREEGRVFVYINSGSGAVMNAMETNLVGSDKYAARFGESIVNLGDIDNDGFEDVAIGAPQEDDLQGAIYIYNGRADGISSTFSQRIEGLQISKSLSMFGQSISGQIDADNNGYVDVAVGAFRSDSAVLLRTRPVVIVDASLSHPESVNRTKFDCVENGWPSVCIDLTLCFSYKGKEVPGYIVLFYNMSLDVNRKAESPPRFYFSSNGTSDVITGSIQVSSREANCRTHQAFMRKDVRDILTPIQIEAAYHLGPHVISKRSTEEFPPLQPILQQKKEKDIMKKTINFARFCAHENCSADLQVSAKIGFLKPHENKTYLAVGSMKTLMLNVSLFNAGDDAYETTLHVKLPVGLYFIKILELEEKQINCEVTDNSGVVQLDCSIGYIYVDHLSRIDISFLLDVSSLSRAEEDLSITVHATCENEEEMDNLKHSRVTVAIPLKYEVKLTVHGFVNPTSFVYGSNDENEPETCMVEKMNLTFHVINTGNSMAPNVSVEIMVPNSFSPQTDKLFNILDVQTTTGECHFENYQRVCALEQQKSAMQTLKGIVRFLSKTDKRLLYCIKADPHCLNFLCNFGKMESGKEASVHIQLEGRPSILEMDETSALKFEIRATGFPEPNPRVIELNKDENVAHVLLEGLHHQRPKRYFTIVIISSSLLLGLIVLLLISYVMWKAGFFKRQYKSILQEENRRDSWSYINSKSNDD
GRK2 aptamer HTS – compounds blocking aptamer binding on GRK2 – biochemical, human GRK2, bead flow cytometry, HTS, primary screen | FAM-aptamer displacement from GRK2 | inhibition of aptamer binding, % at 10 µM | hit rate 0.59% among 330,000 | AID 488847, 2010;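 active = inhibition of aptamer binding above 40%, roughly 3 SD of noise, on plates passing a quality check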;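 note: median bead fluorescence of bound FAM aptamer so fluorescent compounds give negative values; no value below 0 was filed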
MEP2-GFP yeast – modulators of MEP2-GFP levels in yeast, primary screen, S. cerevisiae, multiplex flow cytometry, MLPCN library | S. cerevisiae MEP2-GFP strain, 3 h; 100% = DMSO control level | hit rate 0.51% among 330,000 | GFP response vs DMSO, % at 10 µM;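 active = GFP response versus DMSO above a set limit, roughly screen mean plus 3 SD, cut at about 180% in these data; inconclusive = fewer than 70 cells counted for a yeast strain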;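 note: median GFP fluorescence of the barcode-gated MEP2-GFP cells per well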
AGP1-GFP MLPCN – modulators of AGP1-GFP expression in yeast TOR pathway, primary screen, cell-based, multiplex flow cytometry, S. cerevisiae, MLPCN library. 3 h; GFP as percent of DMSO wells. hit rate 0.02% among 320,000. AID 2066, 2009. GFP response vs DMSO, % at 10 µM;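 active = GFP response relative to DMSO above a set limit, near screen average plus 3 SD, cut at about 150% in these data; inconclusive = fewer than 70 cells counted for the yeast strain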;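 note: median GFP channel fluorescence of the gated AGP1 strain per well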
CIT2 TOR yeast – modulators of CIT2-GFP expression in yeast, primary screen, S. cerevisiae, GFP fusion, multiplex flow cytometry, MLPCN library | S. cerevisiae CIT2-GFP strain, 3 h; 100 means same as DMSO wells | GFP response vs DMSO, % at 10 µM | hit rate 0.065% among 320,000 | AID 2029, 2009;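 active = GFP response relative to DMSO above a set limit, near the screen mean plus 3 SD, cut at about 150% in these data; inconclusive = Fewer than 70 cells measured for a yeast strain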;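 note: ratio of well median GFP fluorescence to mean of DMSO wells on the plate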
Active calls of the source: *; u = inconclusive; x = not tested or not shown; [ ] = dose if it differs, or a comment.

SMILES | LAP4-GFP MLPCN | CR mimetic SO | RPL19A TOR yeast | VLA-4 inh | GRK2 aptamer HTS | MEP2-GFP yeast | AGP1-GFP MLPCN | CIT2 TOR yeast
Cc1ccc(C)c(OCCC(=O)OCC(=O)NC(=O)NCc2ccccc2)c1 | 94 | 83 | 91 | -1 | 0 | 93 | 95 | 102
CSCC[C@@H](C(=O)NCCCCCCCCCCC(=O)N1CCNCC1)n1cc(CCO)nn1 | 100 | 98 | 103 | 29 | 0 | 105 | 110 | 105
CSc1cc(C)nc(N(C)C(C)=O)n1 | 97 | 85 | 95 | 11 | 5 | 99 | 96 | 91
NC(=O)c1cc2ccccc2oc1=NCc1ccccc1 | 114 | 100 | 95 | -12 | 1 | 97 | 99 | 87
COC(=O)c1ccc(NC(=O)C[n+]2ccccc2C)cc1 | 96 | 102 | 109 | 6 | 2 | 107 | 105 | 104
C=CCn1c(SCC(=O)c2ccc(O)c(O)c2)nnc1-c1cccc(C)c1 | 97 | 85 | 96 | 0 | 1 | 94 | 94 | 97
CCOC(=O)c1cc(N)cc([N+](=O)[O-])c1 | 99 | 101 | 99 | -9 | 0 | 105 | 96 | 99
COc1ccccc1CNC(=O)COC(=O)c1cc2ccccc2o1 | 102 | 112 | 100 | 0 | 0 | 100 | 104 | 105
CC(Oc1ccccc1Cl)C(=O)N1CCOCC1 (stereo unspecified) | 96 | 104 | 103 | -3 | 43* | 113 | 105 | 92
Cc1cccc(Cn2nc(C)cc2NC(=O)CCCn2ccc([N+](=O)[O-])n2)c1 | 96 | 111 | 92 | -6 | 2 | 98 | 96 | 100
C/C=C/C=C\C(=O)Nc1cccc(C2=NOC3(C2)C[C@H](C(N)=O)N(C(=O)CC#N)C3)c1 (stereo partly specified) | 114 | 108 | 99 | 0 | 0 | 95 | 97 | 91
Nc1nnnn1/N=C/c1ccc(Br)cc1 | 95 | 104 | 101 | 0 | 0 | 108 | 100 | 107
O=C(NC1CCCC1)C1CCC(=O)N1C1CCCCC1 (stereo unspecified) | 100 | 93 | 99 | 12 | 0 | 99 | 106 | 102
CCN(CC)C(=O)CN1C(=O)COCC1=O | 86 | 105 | 96 | 22 | 1 | 100 | 97 | 94
CCCCC(=O)Nc1ccccc1N1CCN(c2ccc(F)cc2)CC1 | 89 | 99 | 101 | 11 | 2 | 102 | 99 | 100

Next section, starting with the last 4 of the part before.
SMILES | LAP4-GFP MLPCN | CR mimetic SO | RPL19A TOR yeast | VLA-4 inh | GRK2 aptamer HTS | MEP2-GFP yeast | AGP1-GFP MLPCN | CIT2 TOR yeast
Nc1nnnn1/N=C/c1ccc(Br)cc1 | 95 | 104 | 101 | 0 | 0 | 108 | 100 | 107
O=C(NC1CCCC1)C1CCC(=O)N1C1CCCCC1 (stereo unspecified) | 100 | 93 | 99 | 12 | 0 | 99 | 106 | 102
CCN(CC)C(=O)CN1C(=O)COCC1=O | 86 | 105 | 96 | 22 | 1 | 100 | 97 | 94
CCCCC(=O)Nc1ccccc1N1CCN(c2ccc(F)cc2)CC1 | 89 | 99 | 101 | 11 | 2 | 102 | 99 | 100
CO/N=C/NC(=O)NOCc1ncc(C(F)(F)F)cc1Cl | 100 | 98 | 97 | 2 | 1 | 103 | x | 107
Cn1c(=O)[nH]c(=O)c2c1nc(NCCO)n2CCOc1ccccc1 | 92 | 87 | 102 | 24 | 3 | 99 | 83 | 102
O=C(c1ccc2c(c1)OCO2)C1CCCN(C(=O)Nc2ccc(F)cc2F)C1 (stereo unspecified) | 104 | 105 | 100 | 8 | 0 | 99 | 100 | 101
O=C(Nc1ccccc1)Nc1ccc(F)cc1F | 106 | 90 | 109 | 6 | 0 | 99 | 102 | 101
O=C(NC1CCCCC1)NC1CC2CCC(C1)N2C(=S)NCc1ccco1 (stereo unspecified) | 103 | 88 | 94 | -20 | 3 | 90 | 64 | 123
O=C(Cn1c(=O)oc2cc(S(=O)(=O)N3CCCC3)ccc21)Nc1cccc(C(F)(F)F)c1 | 100 | 110 | 100 | 4 | 0 | 103 | 100 | 102
COc1ccccc1C1CC(c2ccc(Br)cc2)=NN1C(=O)c1cccnc1 (stereo unspecified) | 102 | 97 | 99 | 9 | 0 | 90 | 99 | 93
COc1ccc(CCNC(=O)Cc2ccc([N+](=O)[O-])cc2)cc1OC | 109 | 101 | 100 | 12 | 2 | 105 | 110 | 102
CC(C(=O)NC1C=CS(=O)(=O)C1)N1C(=O)/C(=C\c2ccccc2)SC1=S (stereo unspecified) | 103 | 93 | 101 | 9 | 3 | 106 | 101 | 97
CCOc1ccccc1NC(=S)N1CCC(NC(=O)NC23CC4CC(CC(C4)C2)C3)CC1 | 106 | 129 | 97 | 1 | 0 | 98 | 103 | 100
O=C(CCC(=O)N1CCSc2ccccc21)Nc1cccc(F)c1 | 110 | 114 | 101 | 13 | 1 | 97 | 92 | 91
Cc1cc(C)cc(NC(=O)C2CCCN(S(=O)(=O)c3c(C)noc3C)C2)c1 (stereo unspecified) | 91 | 106 | 102 | -11 | 2 | 106 | 100 | 103
Cc1ccc(OCCCC(=O)NNC(=O)c2ccncc2)cc1 | 117 | 96 | 96 | -17 | 0 | 97 | 100 | 91
Cc1ccc(C)c(NC(=O)c2cc(-c3cc(C)ccc3O)n[nH]2)c1 | 85 | 111 | 99 | -18 | 0 | 101 | 90 | 97
Cc1ccc(-n2nnnc2-c2ccccc2Br)cc1 | 106 | 98 | 98 | 4 | x | 97 | 96 | 89
Cc1cccc(OCC(=O)NNC(=O)c2cc3ccccc3oc2=O)c1 | 94[may fluoresce violet] | 92 | 60[may fluoresce violet] | -8 | 2 | 211*[may fluoresce violet] | 27[may fluoresce violet] | u
O=C(Nc1ccc(N2CCOCC2)cc1)c1ccc(COc2ccccc2)cc1 | 88 | 94 | 102 | 14 | 0 | 103 | 94 | 97
COc1ccc2[nH]c(=O)c(CNc3ccccc3C)cc2c1 | 103 | 104 | 98 | -5 | 6 | 98 | 101 | 98
O=C(c1ccc2c(c1)OCO2)N(c1ccc(F)cc1)C1C=CS(=O)(=O)C1 (stereo unspecified) | 98 | 124 | 95 | 11 | 0 | 98 | 97 | 96
CCN(Cc1cc(=O)oc2cc(C)ccc12)c1ccccc1 | 91 | 102 | 109 | -5 | 1 | 108 | 101 | 113
COc1ccccc1C(=O)NC(=S)Nc1ccccc1N1CCCCC1 | 104 | 89 | 104 | 4 | 1 | 109 | 103 | 96
Cc1ccc(-c2noc(C3CCCN(C(=O)c4ccccc4Br)C3)n2)o1 (stereo unspecified) | 96 | 105 | 103 | -13 | 1 | 102 | 103 | 104
Cc1ccc(CNC(=O)c2ccc(N3CCC4(CC3)CC(c3ccccc3)=NO4)c([N+](=O)[O-])c2)cc1 | 110 | 93 | 95 | 14 | 0 | 90 | 87 | 75
CC(OC(=O)c1ccco1)C(=O)Nc1nc(-c2ccccc2)cs1 (stereo unspecified) | 177* | 123 | 78 | 10 | 6 | 94 | 101 | 64
COc1cccc(/C(C)=N/NC(=O)Cc2c(C)[nH][nH]c2=O)c1 | 81 | 95 | 106 | -7 | 0 | 103 | 98 | 102
CCCCNC(=O)c1cc(-c2ccc(OC)cc2)on1 | 103 | 89 | 99 | 3 | 3 | 101 | 94 | 100
CCN(CC)CCn1c(=N)n(CCO)c2ccccc21 | 102 | 88 | 99 | 9 | 1 | 101 | 105 | 95
Cc1ccn2c(-c3n[nH]c(=S)n3Cc3ccccc3)c(C)nc2c1 | 104 | 111 | 106 | 10 | 2 | 108 | 105 | 93
COc1ccccc1Cn1nnc2c(=O)[nH]c(C3CCN(C(=O)c4ccc(C)cc4)CC3)nc21 | 92 | 111 | 97 | 3 | 0 | 102 | 94 | 102
Oc1cc2c(cc1O)CN(C(=S)NCCc1ccc(Cl)cc1)CCC2 | 110 | 93 | 102 | -20 | 0 | 95 | 92 | 94
O=C(CSCc1ccccc1)N/N=C/c1ccc(OCC(=O)N2CCCCC2)cc1 | 99 | 96 | 97 | 24 | 0 | 93 | 97 | 86
O=C(C1CCCO1)N(Cc1ccccc1)c1ccccc1 (stereo unspecified) | 100 | 92 | 101 | 12 | 0 | 110 | 108 | 106
CO/N=C(/CS(=O)(=O)c1ccc(Br)cc1)c1ccc(OC)cc1 | 104 | 104 | x | -12 | 2 | 100 | 102 | 95
C=CCNC(=O)c1ccc(CNS(=O)(=O)c2ccc(NC(C)=O)cc2)cc1 | 99 | 101 | 104 | 7 | 0 | 101 | 108 | 101
O=C(c1ccccc1)c1c[nH]c(C(=O)NNc2cccc(Cl)n2)c1 | 106 | 99 | 97 | 1 | 0 | 100 | 101 | 96
NS(=O)(=O)c1cccc(NC(=O)CC23CC4CC(C2)CC(CC(=O)Nc2cccc(S(N)(=O)=O)c2)(C4)C3)c1 | 102 | 99 | 108 | 3 | 4 | 109 | 106 | 104
CCC(=O)Nc1c(C#N)c2nc3ccccc3nc2n1C1CCCCC1 | 98 | 110 | 95 | 18 | 0 | 102 | 105 | 91
CCN1CCN(c2ccc(S(=O)(=O)N3CCCCC3)cc2NC(=O)c2ccccc2)CC1 | 104 | 107 | 92 | 7 | 0 | 92 | 98 | 89
S=c1[nH]nc(-c2cccs2)n1/N=C/c1cn(-c2ccccc2)nc1-c1cccs1 | 106 | 91 | 107 | -1 | 2 | 102 | 117 | 104
CC(C)(C(N)=O)c1ccccc1 | x | 99 | 98 | 2 | 0 | 100 | 109 | 97
COc1ccc(Cc2nnc(SCc3nc4ccccc4c(=O)[nH]3)n2C)cc1 | 92 | 115 | 102 | 13 | 0 | 97 | 96 | x
CS(=O)(=O)Cc1ccc(C(=O)NCC2(N3CCCCC3)CCCCC2)cc1 | 97 | 99 | 93 | 6 | 0 | 119 | 93 | 112
CCOC(=O)C1CCCN(C(=O)/C=C/c2ccccc2[N+](=O)[O-])C1 (stereo unspecified) | 92 | 107 | 97 | 4 | 1 | 98 | 94 | 99
CCC(C)NS(=O)(=O)c1ccc(OCC(=O)NCc2ccccn2)cc1 (stereo unspecified) | 102 | 109 | 99 | 3 | 0 | 101 | 101 | 100
O=C1c2cc(S(=O)(=O)N(CCO)CCO)ccc2-c2ccc(S(=O)(=O)N(CCO)CCO)cc21 | 102 | 103 | 101 | -3 | 4 | 109 | 102 | 98
Cn1cccc1C(=O)NC(=O)COC(=O)c1ccc(S(C)(=O)=O)cc1 | 94 | 98 | 102 | 0 | 2 | 109 | 107 | 111
C#CCn1c(=NC(=O)c2cccs2)sc2cccc(OCC)c21 | 129 | 117 | 107 | 0 | 2 | 102 | 113 | 118
CN(C)c1ccc([C@@H]2[C@@H]([N+](=O)[O-])[C@H]3C=Cc4ccccc4N3[C@H]2C(=O)c2ccc(Cl)cc2)cc1 | 117 | 98 | 79 | -213 | 16 | 98 | 99 | 98
CCOC(=O)CC(=O)CSc1nc2c(c(C)c1C#N)CCC2 | 101 | 105 | 96 | 32 | 0 | 97 | 98 | 94
CC(C)(C(N)=O)N1CCN(c2ncc(C(F)(F)F)cc2Cl)CC1 | 93 | 96 | 97 | 2 | 1 | 100 | 94 | 105
